KOR beta-arrestin-1: kappa opioid receptor activators – cell-based, luminescence, uHTS, primary screen (AID 1777). one-dose activation, % at 10 µM; EC50 in µM for titrated hits. KOR beta-arrestin recruitment, luminescence; higher % means a stronger effect. 280,000 compounds, 0.02% hits; in the data active = activation above about 50%, passing the limit was not always enough; note: a part of the inactive calls stands beside numbers as strong as those of hits
P. falciparum M1AAP: P. falciparum M1AAP inhibitors, biochemical, fluorogenic H-Leu-NHMec substrate, 1536-well (AID 1445) | recombinant M1AAP, H-Leu-NHMec fluorogenic kinetic assay; higher % means a stronger effect | inhibition, % at 30 µM, or IC50 in µM where a hit was titrated | 220,000 compounds, 0.42% hits;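 active = primary inhibition above the hit cutoff, then over 50% inhibition at one or more dose response concentrations, cut at about 23% in these data, passing the limit was not always enough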;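 note: plate controls were DMSO full reaction for no effect and no enzyme background for full effect; strong numbers were not always called active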
KOR beta-arrestin-2: KOR antagonists, beta-arrestin recruitment, cell-based, luminescence, uHTS (AID 1778); one-dose inhibition, % at 10 µM; IC50 in µM for titrated hits; 290,000 compounds, 0.091% hits; KOR beta-arrestin recruitment, luminescence, antagonist mode; higher % means a stronger effect; note: strong numbers were not always called active
AID2073: inhibitors of Mint1-CaV2.2 protein interaction, biochemical, HTRF (AID 2073). HTRF protein-protein interaction, Mint1-CaV2.2; higher % means a stronger effect. inhibition, % at 20 µM, or IC50 in µM where a hit was titrated. 290,000 compounds, 0.19% hits; in the data active = inhibition mostly above about 51%, no sharp cut-off; note: some results filed as inactive read as strong as hits
GPR55 beta-arrestin: GPR55 agonists via beta-arrestin recruitment, primary screen, imaging, U2OS cells, beta-arrestin-GFP redistribution (AID 1961) | U2OS GPR55 beta-arrestin-GFP redistribution imaging; higher % means a stronger effect | activation, % at 10 µM, or EC50 in µM where a hit was titrated | 290,000 compounds, 0.048% hits;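 active = activation above 40% with more than 50 cells counted in the well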;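 note: U2OS osteosarcoma cells stably expressing GPR55 and beta-arrestin-GFP; plate controls were DMSO negative control for no effect and LPI positive control for full effect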
M17LAP inhibition: P. falciparum M17LAP inhibitors, primary screen, biochemical, fluorogenic H-Leu-NHMec substrate, 1536-well (AID 1619); one-dose inhibition, % at 30 µM; IC50 in µM for titrated hits; recombinant M17LAP, H-Leu-NHMec fluorogenic kinetic assay; higher % means a stronger effect; 220,000 compounds, 0.38% hits;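 active = compound inhibiting the enzyme by more than half at any dose during confirmatory dose-response retesting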;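 note: plate controls were full reaction with DMSO carrier for no effect and no enzyme background for full effect; strong numbers were not always called active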
HEK293 NOD2/NF-kB: inhibition of NOD2-driven NF-kB reporter – cell-based, luminescence, uHTS, HEK293 (AID 1566) | HEK293 NOD2/NF-kB luciferase reporter, luminescence; higher % means a stronger effect | one-dose inhibition, % at 4 µM; EC50 in µM for titrated hits | 290,000 compounds, 0.63% hits; note: many of its hits are not listed in these tables
NOD1 NF-kB reporter: inhibition of NOD1-driven NF-kB reporter – cell-based, luminescence, uHTS, primary screen (AID 1578). inhibition, % at 4 µM; hits with a dose series show EC50 in µM. NOD1-driven NF-kB luciferase reporter cells, luminescence; higher % means a stronger effect. 290,000 compounds, 1% hits; in the data active = inhibition mostly above about 36%, no sharp cut-off; inactive = mostly below about 34%;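 note: HEK-293T reporter cells stimulated with the NOD1 agonist gamma-tri-DAP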
Dynein transport: dynein cargo transport inhibition. 3617.4 mouse cells, GR-EGFP nuclear translocation imaging; test concentration mostly 20 µM; stimulated with dexamethasone, 1 µM; active compounds read low. z-score, hits read low. 220,000 compounds, 0.47% hits;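 active = plate z-score of nuclear minus cytoplasmic receptor signal below a set negative limit, without overly bright fluorescence or cell loss, cut at about -3.5 in these data, passing the limit was not always enough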;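 note: z-score of nuclear minus cytoplasmic ring GR-EGFP intensity difference per well; some compounds called inactive have numbers as strong as hits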
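Schedule: 48 h induction, then 1 h compound, then 30 min agonist, 37 °C. Buffer or medium: tetracycline-free induction medium containing charcoal-stripped FBS. Reagent: 1.0 µM final dexamethasone stimulus. Evaluation: nuclear versus cytoplasmic GR-EGFP signal, averaged per well. Signal: high-content fluorescence imaging after fixation.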
Dynein transport cytoplasmic EGFP: also measured in Dynein transport; calls as there; z-score; measured here: cytoplasmic GR-EGFP intensity; active compounds read high
Dynein transport nuclear GR-EGFP: further read-out of Dynein transport, marked with its call; z-score; measured here: nuclear GR-EGFP intensity;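 lower value marks the stronger effect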
Dynein transport cell count: further read-out of Dynein transport, marked with its call; z-score; measured here: cell count per field
* hit, by the source's call; / = not tested or not shown; [ ] = another dose, or the depositor's remark. Cut-off read from the data, not from the text of the source, unless noted: active = inhibition above about 50%; inactive = the rest.

molecule	KOR beta-arrestin-1	P. falciparum M1AAP	KOR beta-arrestin-2	AID2073	GPR55 beta-arrestin	M17LAP inhibition	HEK293 NOD2/NF-kB	NOD1 NF-kB reporter	Dynein transport	Dynein transport cytoplasmic EGFP	Dynein transport nuclear GR-EGFP	Dynein transport cell count
O=C(Nc1ccccc1)C(Cl)C(=O)c1ccccc1 (centres undefined)	3.9%	/	-121%[20 µM]	32%	6.1%	/	-20%	-66%	/	/	/	/
CCc1ccc(NC(=O)C(CC)Sc2nc3ccsc3c(=O)n2CCC(=O)O)cc1 (centres undefined)	3.7%	/	14%	8%	0.3%	/	14%	-15%	/	/	/	/
CN(C)N1C(N)=C(C#N)C(c2ccccc2F)C2=C1CC(C)(C)CC2=O (centres undefined)	-4.8%	/	23%	5%	-0.1%	/	4%	-14%	/	/	/	/
C#CCOCCOCCOCCNc1nc(N2CCN(C(=O)[C@H](CCC(=O)O)n3cc(C(N)[C@H](C)CC)nn3)CC2)nc(N2CCN(C(=O)[C@H](Cc3ccc(O)cc3)n3cc(C(N)[C@H](C)CC)nn3)CC2)n1 (some centres undefined)	8.6%	4%	-17%	17%	-0.2%	3%	8%	-33%	-1.4	-0.3	-0.48	0.47
C=CCn1c(SCC(=O)NC2CC2)nnc1C1CC1	-2.0%	/	-16%	1%	0.2%	/	-2%	-27%	/	/	/	/
COC(=O)c1sccc1NC(=O)Nc1ccc(F)cc1F	5.8%	/	-29%	10%	0.3%	/	-8%	0%	/	/	/	/
CSc1ccc(CN2CCC(n3nccc3NC(=O)c3ccccc3C)CC2)cc1	-2.5%	/	-5%	-6%	-0.2%	/	16%	-25%	/	/	/	/
CC(C(=O)NCC1CCCCC1)N(C)Cc1ccc(Cl)cc1 (centres undefined)	0.7%	2%	12%	-4%	0.2%	-10%	-19%	-14%	-0.42	-0.16	-0.19	0.55
COC(=O)CNC(=O)CSc1nnc(-c2ccc(OC)cc2)n1CC(C)C	2.1%	-5%	-9%	3%	-0.1%	2%	-4%	-12%	-0.13	-0.12	0.097	0.52
O=C(OCc1cnc(Cl)s1)c1cccc(Cl)c1Cl	-4.6%	-3%	36%	-6%	0.0%	0%	4%	-20%	0.37	1.5	0.89	0.8
COc1cccc(C(=O)O/N=C(\N)c2ccc([N+](=O)[O-])cc2)c1OC	8.7%	-1%	-30%	0%	0.0%	5%	-71%	-81%	0.9	-0.24	0.17	0.27
CCN(CC)CCCCN1c2ccccc2Sc2ccccc21	0.0%	/	-49%	3%	-0.1%	/	-13%	-9%	/	/	/	/
Cc1ccc(C2NC(=O)CCC2[N+](=O)[O-])cc1 (centres undefined)	-5.5%	0%	30%	11%	-0.4%	-2%	3%	-15%	-0.22	-0.38	-0.56	-0.17
Cc1ccccc1/C=N/NC(=O)Cn1nnc(N)n1	14%	2%	-3%	-2%	0.1%	-9%	12%	-11%	-0.3	-0.31	-0.39	0.77
Cc1ccc(C(=O)c2ccc([N+](=O)[O-])cc2)cc1	1.6%	-7%	-7%	-2%	-0.1%	1%	-8%	-10%	0.42	-0.19	0.26	0.084
COCCNC(=O)CN(C(=O)CCC(=O)Nc1ccccn1)c1ccc(C)cc1	1.5%	/	-37%[20 µM]	-1%	0.3%	/	2%	14%	/	/	/	/
O=C(COc1ccc(F)cc1F)N1CCCCCCC1	-0.3%	/	-1%	-9%	1.2%	/	-9%	-43%	/	/	/	/
O=C1CC(c2ccccc2Br)c2cc3c(cc2N1)CCC3 (centres undefined)	6.3%	1%	-18%	39%	-0.2%	5%	-1%	-17%	-0.17	-0.27	-0.63	0.79
CCC(CC)C(=O)Nc1ccccc1-n1cccc1	-1.0%	6%	4%	-3%	-0.1%	8%	20%	-2%	0.28	-0.23	0.66	0.95
COc1cc(C)ccc1OCCCCN1CC(C)OC(C)C1 (centres undefined)	0.3%	9%	8%	4%	0.3%	-5%	-16%	-6%	-0.27	-0.28	-0.24	0.87
Cc1ccc(S(C)(=O)=NC(=O)NC(=O)c2c(F)cccc2Cl)cc1 (centres undefined)	5.2%	2%	5%	2%	1.2%	-3%	12%	-3%	-0.09	-0.25	-0.35	0.99
COc1ccc(Nc2nc(C(=O)NCc3ccco3)cs2)cc1	1.4%	7%	-2%	2%	-1.9%	7%	2%	-9%	0.71	-0.022	1.3	-1.4
NC1=NC(=O)CC(C(=O)NCCc2ccccc2)S1 (centres undefined)	1.6%	1%	14%	7%	-0.1%	6%	9%	-1%	-0.22	-0.25	0.1	1
Cc1onc(-c2ccccc2)c1C(=O)Nc1sc2c(c1C#N)CCC(C)C2 (centres undefined)	-1.6%	-3%	7%	-9%	0.8%	-6%	-2%	32%	1.3	-0.1	0.72	-0.5
COCCN(C(=O)CNC(=O)c1ccco1)C(C(=O)NC1CCCC1)c1ccc(F)cc1 (centres undefined)	3.1%	/	-30%	4%	-0.1%	/	3%	26%	/	/	/	/
COc1ccc(OC)c(CC(NC(C)=O)C(=O)NC2CCN(c3c(Cc4ccccc4)c(C)nc4ncnn34)CC2)c1 (centres undefined)	1.5%	1%	-10%	4%	-0.1%	28%	-4%	-18%	0.46	-0.29	-0.15	0.15
CCOC(=O)C[N+](C)(C)CCOC1CC2CCC1(C)C2(C)C (centres undefined)	/	-2%	0%[20 µM]	-16%	-0.1%	3%	16%	-29%	-0.021	-0.35	0.1	0.37
N#CC(c1nc2ccccc2nc1OCCO)S(=O)(=O)c1ccccc1 (centres undefined)	/	7%	17%	3%	-0.1%	5%	9%	-4%	-0.67	-0.18	-0.4	1
O=C(CN1CCCN(Cc2ccc(F)cc2Cl)C1=O)NCc1ccccc1	-3.3%	8%	-20%	-1%	-0.1%	16%	13%	-23%	0.25	-0.21	0.32	-0.16
CCOC(=O)c1cnn(Cc2ccccc2Cl)c1N	-6.4%	-4%	15%	-6%	-0.2%	-2%	15%	14%	-0.29	0.21	0.19	0.13

Sorted by heavy-atom count (falling): part of the list above
molecule	KOR beta-arrestin-1	P. falciparum M1AAP	KOR beta-arrestin-2	AID2073	GPR55 beta-arrestin	M17LAP inhibition	HEK293 NOD2/NF-kB	NOD1 NF-kB reporter	Dynein transport	Dynein transport cytoplasmic EGFP	Dynein transport nuclear GR-EGFP	Dynein transport cell count
COCCNC(=O)CN(C(=O)CCC(=O)Nc1ccccn1)c1ccc(C)cc1	1.5%	/	-37%[20 µM]	-1%	0.3%	/	2%	14%	/	/	/	/
O=C(COc1ccc(F)cc1F)N1CCCCCCC1	-0.3%	/	-1%	-9%	1.2%	/	-9%	-43%	/	/	/	/
Cc1ccccc1/C=N/NC(=O)Cn1nnc(N)n1	14%	2%	-3%	-2%	0.1%	-9%	12%	-11%	-0.3	-0.31	-0.39	0.77

Going on with the list:
molecule	KOR beta-arrestin-1	P. falciparum M1AAP	KOR beta-arrestin-2	AID2073	GPR55 beta-arrestin	M17LAP inhibition	HEK293 NOD2/NF-kB	NOD1 NF-kB reporter	Dynein transport	Dynein transport cytoplasmic EGFP	Dynein transport nuclear GR-EGFP	Dynein transport cell count
O=C(NCCSc1ccccc1)c1ccco1	11%	-2%	-49%	10%	-0.2%	1%	-47%	-57%	-0.56	-0.48	-0.0014	0.69
CC12CCC(C(=O)NCC3CCCO3)(OC1=O)C2(C)C (centres undefined)	-2.4%	2%	30%	-1%	0.0%	-9%	16%	-13%	0.17	-0.22	0.059	1.3
CC1CCCCC1NC(=O)CSc1nnc(N)s1 (centres undefined)	-1.0%	1%	13%	9%	0.3%	3%	-1%	-12%	-0.33	-0.25	0.13	0.21
O=C(O)c1ccccc1NC(=S)NC(=O)c1sc2ccccc2c1Cl	1.6%	2%	-29%	44%	0.2%	6%	-20%	-44%	0.2	-0.29	-0.061	0.75
Cc1cc(C)c(S(=O)(=O)N2CCN(c3ccc([N+](=O)[O-])c(NCc4ccco4)c3)CC2)c(C)c1	2.5%	-1%	-23%	16%	0.2%	12%	-2%	/	-0.51	0.016	0.15	0.85
CCOC(=O)N1CCN(C2CCCN(C(=O)c3ccccc3SC)C2)CC1 (centres undefined)	-1.0%	/	-25%	-14%	-0.2%	/	5%	-11%	/	/	/	/
O=C(CSc1nnc(-c2cccs2)n1Cc1ccco1)c1ccc2c(c1)OCO2	0.5%	3%	52%	-25%	-0.1%	29%	6%	-22%	-0.25	-0.26	-0.036	0.083
N#Cc1c(NC(=O)CCn2cnc3ccccc3c2=O)oc(-c2ccccc2)c1-c1ccccc1	-1.5%	3%	15%	3%	-0.2%	-1%	-31%	-21%	0.0014	0.67	0.39	0.89
O=C(CSc1ccc([N+](=O)[O-])cn1)Nc1ccc2c(c1)OCO2	-7.6%	/	-3%	-4%	-0.2%	/	0%	-29%	/	/	/	/
O=[N+]([O-])c1cccc(CNCc2ccccc2)c1	/	-3%	-36%[20 µM]	-2%	-0.1%	5%	-9%	19%	-0.91	-0.26	-0.39	0.43
CN1CCN(C(=O)CN(C2CCCCC2)S(=O)(=O)c2ccccc2)CC1	-4.2%	/	-19%	14%	1.3%	/	-12%	-35%	/	/	/	/
CCOc1ccccc1-c1nc(-c2ccc(NC(=O)Cc3ccc(OC)cc3)cc2)no1	0.4%	6%	-244%	57%	0.3%	3%	26%	-19%	-0.13	-0.24	0.24	0.22
CCCC(=O)Nc1cc(-c2nnc(OC)c3ccccc23)ccc1N1CCCCC1	6.6%	3%	-14%	13%	-0.2%	6%	17%	-2%	0.18	-0.19	0.57	1.1
Cc1ccc(-c2ccc(SCC(=O)N3CCN(c4ccccc4)CC3)nn2)cc1	1.6%	0%	3%	0%	-0.6%	-11%	-7%	-33%	-0.47	-0.25	-0.2	0.4
Cc1c(C(=O)N2CCCCC2)c(S(=O)(=O)NCCc2ccc(S(N)(=O)=O)cc2)c(C)n1C	-6.7%	/	-13%	7%	-0.3%	/	7%	-9%	/	/	/	/
CCOC(=O)c1sc(=NC(=O)c2cc(OC)c(OC)c(OC)c2)n(C)c1C	8.2%	18%	-32%	15%	-2.3%	-3%	4%	-11%	-0.11	-0.2	-0.13	-0.11
Cc1nc(S(=O)(=O)N2CCOCC2)c(C#N)c(C)c1Cl	-1.0%	1%	9%	37%	0.3%	0%	7%	8%	-1.3	-0.079	-0.28	-0.14
O=C(c1ccc2snnc2c1)N1CCN(c2ccccn2)CC1	-6.9%	7%	-25%	3%	-0.2%	5%	-55%	-2%	-1.3	-0.0011	-0.69	1.4
O=C(Nc1ccc(C2CC2(Cl)Cl)cc1)c1ccccc1Br (centres undefined)	5.7%	6%	-8%	-5%	-0.3%	6%	4%	30%	-0.29	-0.12	0.25	0.2

Bioassay records: PubChem BioAssay, several laboratories

Not all compounds are listed; rates above refer to the full screens.
